proKLK7 act – proKLK7 zymogen activators, primary screen, biochemical, fluorescence intensity | Kallikrein-7 (Homo sapiens), P49862 | purified proKLK7, EDANS-DABCYL substrate fluorescence; 100% is mature enzyme control, 0% vehicle | activation, % at 7 µM | 370,000 compounds, 0.9% hits | AID 652039, 2013;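 active means activation above the mean of all tested compounds plus 3 SD, computed per campaign excluding outliers beyond control limits, cut at about 13% in these data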
Target sequence (P49862 whole entry, looked up): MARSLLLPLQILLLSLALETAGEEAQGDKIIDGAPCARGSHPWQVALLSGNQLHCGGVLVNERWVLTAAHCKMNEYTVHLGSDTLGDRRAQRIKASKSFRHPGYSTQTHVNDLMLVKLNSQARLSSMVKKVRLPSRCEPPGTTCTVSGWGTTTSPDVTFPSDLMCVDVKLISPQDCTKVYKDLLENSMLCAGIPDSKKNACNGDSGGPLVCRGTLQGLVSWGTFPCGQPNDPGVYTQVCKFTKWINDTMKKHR
NR1D1 modulator – modulators of Rev-erb alpha DNA binding, primary screen, biochemical, FITC-DNA, fluorescence polarization, uHTS; Nuclear receptor subfamily 1 group D member 1 (Homo sapiens), P20393; Rev-erbα–FITC-DNA binding, 90 min; activity, % at 10 µM; 370,000 compounds, 0.79% hits; AID 1259318, 2017;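 active means activity above about 14%, limit read from the data; passing the limit was not always enough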;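 further: 0% = DMSO wells with 35 nM protein and 100% = DMSO wells with 750 nM protein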
PLCg1 inh – PLC-gamma1 enzyme inhibitors, primary screen, biochemical, fluorescence, purified enzyme | 1-phosphatidylinositol 4,5-bisphosphate phosphodiesterase gamma-1 (Homo sapiens), P19174 | 370,000 compounds, 0.84% hits | fluorogenic substrate | AID 720700, 2013 | inhibition, % at 12.2 µM; in the data active means inhibition above about 9.5%
UHRF1 MBD2 ctr – UHRF1 methylated DNA binding inhibitors, primary screen, counter-screen for MBD2 inhibitor project, biochemical, TR-FRET, human UHRF1, single concentration; E3 ubiquitin-protein ligase UHRF1 (Homo sapiens), Q96T88; UHRF1 binding to methylated oligo; inhibition, % at 4.4 µM; 370,000 compounds, 0.75% hits; in the data active means inhibition above about 21%;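 further: UHRF1 SRA domain binding a hemimethylated CpG hairpin DNA probe; 0% = median of test compound wells and 100% = reference inhibitor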
Tn6 DDE FP – inhibitors of Tn6 peptide binding to fibrin DD(E), primary screen, biochemical, fluorescence polarization, human fibrin, Tn6 probe. AID 720509, 2013. Fibrin DD(E) TRITC-Tn6 fluorescence polarization displacement. inhibition, % at 8.3 µM. Fibrinogen beta chain (Homo sapiens), P02675. 370,000 compounds, 0.21% hits;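 active means inhibition above a per-campaign cutoff: mean of compounds within control limits plus 3 SD, cut at about 15% in these data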;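 further: 0% = median of all compound wells on the plate and 100% = blocking peptide control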
HGIII-sPLA2 inh – human group III sPLA2 inhibitors, primary screen, biochemical, QFRET, BODIPY PC-A2 liposome substrate; AID 743126, 2013; inhibition, % at 12.2 µM; QFRET BODIPY PC-A2 liposome hydrolysis, fluorescence; 370,000 compounds, 0.56% hits;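 active means inhibition above mean plus 3 SD of compounds lying within the high and low control bounds, cut at about 19% in these data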;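 further: 0% = median of test compound wells and 100% = no enzyme DMSO wells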
Target sequence (Q9NZ20 whole entry, looked up): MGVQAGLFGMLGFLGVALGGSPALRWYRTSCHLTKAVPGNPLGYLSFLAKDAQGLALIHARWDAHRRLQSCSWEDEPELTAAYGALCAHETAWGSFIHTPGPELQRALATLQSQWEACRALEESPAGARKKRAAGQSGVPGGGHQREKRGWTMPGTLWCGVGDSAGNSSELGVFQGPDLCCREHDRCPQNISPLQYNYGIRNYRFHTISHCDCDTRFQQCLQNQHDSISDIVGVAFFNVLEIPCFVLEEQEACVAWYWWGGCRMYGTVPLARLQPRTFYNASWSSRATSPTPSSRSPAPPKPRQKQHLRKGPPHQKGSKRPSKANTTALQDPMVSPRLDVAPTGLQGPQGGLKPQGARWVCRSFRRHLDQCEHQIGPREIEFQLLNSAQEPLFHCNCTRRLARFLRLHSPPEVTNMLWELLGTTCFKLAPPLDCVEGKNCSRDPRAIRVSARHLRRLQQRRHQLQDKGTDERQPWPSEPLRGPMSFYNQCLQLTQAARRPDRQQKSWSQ
DDE Tn7 FP inh – inhibitors of Tn7 peptide binding to fibrin DD(E), primary screen, biochemical, fluorescence polarization, human fibrin, Tn7 probe | Fibrinogen beta chain (Homo sapiens), P02675 | FP displacement of FITC-Tn7 peptide from fibrin DD(E); 0% = median of compound wells per plate | inhibition, % at 8.3 µM | 370,000 compounds, 0.13% hits;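 active means inhibition above the mean of compounds falling within the control limits plus 3 SD of them, cut at about 14% in these data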;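 further: 0% = plate median of compound wells and 100% = 10 µM Aha-Tn7 peptide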
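Measure: % inhibition scaled between sample-field median and high-control FP; Test system: human fibrin DD(E); Quantity: 2 µM final DD(E) protein; Doses: one dose, 8.3 µM nominal; Schedule: compound with protein 10 min, then 3 h after probe, room temperature; Detection: fluorescence polarization; Medium: Tris buffer with calcium and detergent, pH 7.8.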
PLCb3 inh – human PLC-beta3 inhibitors, primary screen, biochemical, fluorescence. inhibition, % at 12.2 µM. Purified PLC-beta3, fluorogenic substrate. 370,000 compounds, 0.18% hits. 1-phosphatidylinositol 4,5-bisphosphate phosphodiesterase beta-3 (Homo sapiens), Q01970; in the data active means inhibition above about 11%;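 further: 0% = median of compound wells on plate and 100% = full blocker control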
ARFGAP1 inhibitor – inhibitors of rat ARFGAP1 GAP activity, primary screen, biochemical, fluorescence polarization, GDP tracer | ADP-ribosylation factor GTPase-activating protein 1 (Rattus norvegicus), Q62848 | Arfgap1-stimulated ARF1 GTP hydrolysis, GDP FP detection | inhibition, % at 16.5 µM | 360,000 compounds, 0.26% hits | AID 651572, 2012;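 active means inhibition above a per-plate limit, mean inhibition of low control wells plus 3 SD, cut at about 25% in these data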;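 further: 0% = DMSO wells with enzyme and 100% = wells lacking Arfgap1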
Target sequence (Q62848 1-136 limits assumed): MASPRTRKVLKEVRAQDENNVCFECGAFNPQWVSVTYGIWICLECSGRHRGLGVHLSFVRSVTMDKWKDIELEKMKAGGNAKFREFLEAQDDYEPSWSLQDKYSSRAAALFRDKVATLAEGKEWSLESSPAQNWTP
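System: truncated rat Arfgap1 GAP domain / Benchmarks: high control wells lacking Arfgap1, low control full reaction with DMSO / Times: compound-enzyme preincubation 20 min, reaction 120 min, detection 60 min, 25 °C / Repeats: one replicate per compound / Also added: human ARF1(Δ1-17)-GTP substrate / Measured by: Tracer-displacement fluorescence polarization with EDTA stop, 620/688 nm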
ASAP1 inh – inhibitors of human ASAP1 ArfGAP activity, primary screen, biochemical, fluorescence polarization; ASAP1-stimulated ARF1 GTP hydrolysis, GDP FP detection; inhibition, % at 16.5 µM; Arf-GAP with SH3 domain, ANK repeat and PH domain-containing protein 1 (Homo sapiens), …; 360,000 compounds, 0.19% hits; in the data active means inhibition above about 25%;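 further: 0% = vehicle with enzyme and substrate and 100% = no enzyme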
Active calls of the source: *; i = inactive. Compounds were not picked by outcome. About 4.5% of those tested had a hit in this group.

SMILES | proKLK7 act | NR1D1 modulator | PLCg1 inh | UHRF1 MBD2 ctr | Tn6 DDE FP | HGIII-sPLA2 inh | DDE Tn7 FP inh | PLCb3 inh | ARFGAP1 inhibitor | ASAP1 inh
Cc1cccc(NC(=S)N2CCC(NC(=O)c3ccco3)CC2)c1 | -0.5 | 2 | 1 | 1 | 1 | 0 | 9 | -4 | -1 | 6
COc1cc(NC(=O)C2CC(=O)N(Cc3ccco3)C2)cc(OC)c1 (stereo unspecified) | 0.1 | -4 | -6 | -1 | 0 | 8 | 7 | -6 | -7 | 3
Cc1onc(-c2c(Cl)cccc2Cl)c1C(=O)N1CCN(c2ncccn2)CC1 | 0.2 | 3 | -7 | 4 | -2 | 0 | 8 | -7 | -1 | 1
O=C1CCCC2=C1C(c1ccsc1)CC(=O)N2c1nnc(SCc2ccccc2)s1 (stereo unspecified) | 0.1 | -1 | 0 | -5 | -1 | -14 | 0 | -3 | 10 | 1
O=C(O)c1ccc(CS(=O)(=O)c2ccc(Br)cc2)cc1 | -0.3 | 3 | 0 | 0 | 13 | 6 | -6 | -4 | 4 | -5
Cc1cn([C@H]2C[C@H](O)[C@@H](CCC(=O)NCCc3cccs3)O2)c(=O)[nH]c1=O | -0.6 | 4 | -1 | -1 | -5 | 7 | 6 | 0 | -4 | 6
Cc1cc(N2CCOCC2)nc2ccc(NC(=O)CCC(=O)N3CCC(C)CC3)cc12 | 1.0 | -1 | -111 | 3 | -7 | -9 | -2 | -158 | -9 | 5
COc1cc2c(=O)n(Cc3ccco3)c(=O)n(CC(=O)c3ccc(Br)cc3)c2cc1OC | -0.1 | 7 | 3 | -1 | 0 | 1 | -1 | 3 | 8 | 15
Cc1ccc(NC(=O)c2cnn(-c3ccccc3)c2NC(=O)c2ccco2)cc1 | 0.4 | 5 | 1 | 1 | -1 | -10 | 1 | 4 | 0 | 5
CCOC(=O)N1CCN(C(=O)c2ccccc2NC(=O)COc2ccccc2C)CC1 | 0.2 | 5 | 2 | 1 | 1 | -2 | 3 | -1 | -5 | -11
Cc1cccc(NC(=O)/C(C#N)=C/c2ccc(Cl)cc2)n1 | 1.0 | 4 | 0 | 1 | -6 | -34 | -1 | -9 | -4 | -1
COc1ccccc1N(CC(=O)Nc1ccccc1C(=O)NCC(C)C)S(C)(=O)=O | 0.1 | -1 | -3 | -1 | 0 | 1 | 3 | -2 | 7 | -5
Cc1c(C(C)C)c(=O)n(-c2ccc(S(=O)(=O)NC3CC3)cc2)n1C | 0.3 | -1 | -1 | -3 | 4 | 2 | 4 | -1 | 11 | -1
c1ccc(CNc2nc(-c3cccnc3)cs2)cc1 | -0.1 | 4 | 1 | 1 | 3 | -4 | 1 | 1 | -6 | 7
CCN1CCN(C(=O)CCc2nnc(CCc3c[nH]c4ccccc34)o2)[C@@H](C)C1=O | 0.4 | 2 | 1 | 1 | 2 | -24 | -1 | -3 | -9 | -3
CCOC(=O)C1(Cc2cccc(Cl)c2)CCCN(C(=O)c2cccnc2)C1 (stereo unspecified) | -0.6 | 0 | 2 | -2 | 0 | -1 | 9 | 4 | 4 | -3
CC(C)Oc1ccc(C(=O)NCC(=O)Nc2ccc3c(c2)CCC3)cc1 | 0.4 | 5 | -7 | -2 | 0 | -3 | 6 | -14 | 10 | -13
Cc1ccc(C)c(N2C(=N)S/C(=C\c3ccc(-c4ccccc4C(=O)O)o3)C2=O)c1 | 2.0 | -1 | -231 | 21* | -8 | -24 | 4 | -258 | -7 | -13
CNc1nc(NC#N)nc(SC)n1 | 0.3 | -4 | 0 | -2 | 7 | 2 | 6 | -7 | 1 | -2
COc1cc(C=O)ccc1OCC(=O)NC(C)(C)C | 0.2 | 4 | -3 | 0 | 2 | 2 | 0 | -2 | 7 | 0
COc1cc2oc(=O)cc(-c3ccc(-c4ccc(N(C)C)cc4)cc3)c2c(OC)c1OC | 0.4 | -3 | -193 | 15 | -5 | 4 | 1 | -301 | 1 | 7
O=C(N/N=C/c1ccccc1)c1ccc(CN2C(=O)c3cccc4cccc2c34)cc1 | -67 | -7 | -486 | -5 | 3 | 2 | -4 | i | 15 | -1
Cc1cccc(NC(=O)C2CCCN2S(=O)(=O)c2ccc(F)cc2)c1C (stereo unspecified) | -0.2 | -3 | 3 | 43* | -8 | 6 | -9 | 5 | -2 | 8
COc1ccc(NC(=O)C2COc3ccccc3O2)cc1S(=O)(=O)N1CCOCC1 (stereo unspecified) | -0.3 | 8 | 1 | -1 | 3 | -9 | 0 | -1 | 8 | 8
Cc1ccc(S(=O)(=O)N2CCN(C(=S)NCc3ccc4c(c3)OCO4)CC2)cc1 | -0.2 | 7 | -1 | -1 | 0 | -32 | 5 | -3 | 1 | 0
COc1cc2nc(Nc3ccc(C)c(C)c3)nc(N)c2cc1OC | -0.1 | 5 | -14 | 2 | 4 | -7 | 2 | -25 | 2 | 14
COc1ccccc1NS(=O)(=O)c1cccc(C(=O)N2CCCCCCC2)c1 | 0.1 | -2 | -1 | -2 | -2 | 1 | -5 | -5 | 0 | -1
CCOCCSc1nc2c(c(=O)[nH]c(=O)n2C)n1CCCc1ccccc1 | -0.2 | 3 | 3 | 1 | -7 | -2 | -6 | 2 | 4 | 7
COc1ccc(NC(=O)c2cc3ccccn3n2)cc1 | -0.5 | 4 | 1 | 30* | -4 | 6 | -9 | -3 | 11 | 14
Cc1ccc(-n2nnnc2SCC(=O)Nc2ncc(Cc3ccccc3Cl)s2)cc1 | 0.2 | 0 | 0 | 0 | -5 | -6 | -8 | 1 | 2 | 0
O=C(CN1C(=O)c2ccccc2C1=O)NCC1CCCO1 (stereo unspecified) | -0.1 | 3 | 3 | 0 | -5 | 11 | -1 | 2 | -2 | -1
CN1CCN(c2ccccc2NC(=O)COc2ccc(Br)cc2)CC1 | 0.6 | -1 | 3 | 1 | 0 | -3 | -2 | 3 | -13 | 3
COc1cnc(SCc2ccc(Cl)cc2)nc1Cl | 0.4 | 4 | -1 | 0 | 2 | 4 | 8 | 1 | 3 | 14
O=C(Nc1cccc(-c2nc3ncccc3o2)c1)c1sc2cc(Cl)ccc2c1Cl | 0.0 | 31* | 0 | -1 | 1 | -2 | 5 | 1 | -1 | 19
CCOC(=O)C1CCN(C(=O)COc2ccc(S(=O)(=O)NC(C)(C)C)cc2)CC1 | 0.3 | -3 | 0 | 1 | -4 | -3 | -2 | -2 | 12 | 6
O=S(=O)(NCc1ccc(Cl)cc1)NCc1ccc(Cl)cc1 | 0.4 | 0 | -1 | 2 | 3 | 6 | 3 | -5 | 21 | 14
COc1ccccc1/C=C/CN1CC(C)OC(C)C1 (stereo unspecified) | -1.1 | -2 | 4 | 1 | -1 | 5 | 4 | -2 | -3 | -1
CC(=O)Nc1nc(N(C)C)nc(N(C)C)n1 | 0.1 | -5 | 3 | -2 | -5 | 0 | 11 | 1 | -10 | -8
CC(C)C(=O)Nc1ccc(NC(=O)c2ccc([N+](=O)[O-])cc2Cl)cc1 | -1.1 | 4 | 3 | -1 | -7 | 0 | 1 | 1 | -2 | -20
CCCCNc1c(C(=O)OCC)c(C)nc2c1cnn2CC | -0.1 | 6 | 2 | 0 | 5 | 0 | 3 | 4 | -11 | 3

As a working copy, part of the list above:
SMILES | proKLK7 act | NR1D1 modulator | PLCg1 inh | UHRF1 MBD2 ctr | Tn6 DDE FP | HGIII-sPLA2 inh | DDE Tn7 FP inh | PLCb3 inh | ARFGAP1 inhibitor | ASAP1 inh
COc1cc2oc(=O)cc(-c3ccc(-c4ccc(N(C)C)cc4)cc3)c2c(OC)c1OC | 0.4 | -3 | -193 | 15 | -5 | 4 | 1 | -301 | 1 | 7
O=C(N/N=C/c1ccccc1)c1ccc(CN2C(=O)c3cccc4cccc2c34)cc1 | -67 | -7 | -486 | -5 | 3 | 2 | -4 | i | 15 | -1
Cc1cccc(NC(=O)C2CCCN2S(=O)(=O)c2ccc(F)cc2)c1C (stereo unspecified) | -0.2 | -3 | 3 | 43* | -8 | 6 | -9 | 5 | -2 | 8

New compounds follow
SMILES | proKLK7 act | NR1D1 modulator | PLCg1 inh | UHRF1 MBD2 ctr | Tn6 DDE FP | HGIII-sPLA2 inh | DDE Tn7 FP inh | PLCb3 inh | ARFGAP1 inhibitor | ASAP1 inh
COc1ccc(CCNC(=O)Cn2c(=O)cnc3ccccc32)cc1 | 0.0 | -7 | -3 | 1 | -5 | -1 | -3 | -4 | 8 | 2
O=C(CSc1nnc(-c2ccncc2)o1)N1CCCCCC1 | -0.3 | 2 | 4 | 0 | -1 | 1 | 1 | -3 | -3 | -13
CCOC(=O)c1[nH]c2ccc(OCC)cc2c1NC(=O)CN1CCN(c2ccccn2)CC1 | -7.5 | -4 | -113 | -1 | -8 | -2 | -6 | -138 | 8 | 0
O=S(=O)(c1ccc2c(c1)CCN2)N1CCOCC1 | -0.3 | 3 | -2 | 0 | -2 | 13 | -1 | -4 | -4 | -2
COc1cc(/C=C/C(=O)OCC(=O)N2CC(=O)Nc3ccccc32)ccc1O | -0.6 | 2 | -64 | 2 | -6 | -7 | -3 | -120 | 22 | 10
Cc1cccc(C)c1OC(=O)CN(c1ccc(Cl)cc1)S(C)(=O)=O | -0.1 | -2 | 0 | 0 | 1 | 4 | 4 | 4 | -4 | -5
COc1ccc2c(c1)c(CC(=O)Nc1ccc(C(C)=O)cc1)c(C)n2C(=O)c1ccc(Cl)cc1 | -17 | -2 | -4 | -1 | -11 | -19 | -1 | -8 | -3 | 3
Cc1ccc(C(=O)N(Cc2ccco2)c2c(N)n(Cc3ccccc3)c(=O)[nH]c2=O)cc1 | 0.3 | 1 | 0 | 0 | 7 | 4 | 1 | -2 | -15 | -3
CCC1NC(=O)c2cccnc2-n2c1nc1cc(F)ccc1c2=O (stereo unspecified) | -0.2 | -4 | 0 | 4 | 3 | 8 | -2 | -4 | 5 | 1
Cc1ccc(S(=O)(=O)N2C[C@@H]3c4ccccc4N(S(=O)(=O)c4ccc(C)cc4)[C@@H]3[C@@H](C)C2CC(=O)c2ccccc2)cc1 (stereo partly specified) | 0.5 | -2 | 3 | 4 | -6 | 7 | -2 | 0 | -15 | -6
